EPAC2 agonist: qHTS for Agonist of cAMP-regulated guanine nucleotide exchange factor 4 (EPAC2): primary screen; EPAC2 activation, biochemical qHTS; response scale: 100% = 6.5 mM cAMP response; Potency, µM (doses to about 154 µM), inactives show at the highest dose activation, usual class: activators; 360,000 tested, 0.079% active; note: potency is the fitted concentration of half-maximal effect; nearly all actives have a fitted effect of over 50% in size
Target sequence (Q8WZA2 whole entry, looked up): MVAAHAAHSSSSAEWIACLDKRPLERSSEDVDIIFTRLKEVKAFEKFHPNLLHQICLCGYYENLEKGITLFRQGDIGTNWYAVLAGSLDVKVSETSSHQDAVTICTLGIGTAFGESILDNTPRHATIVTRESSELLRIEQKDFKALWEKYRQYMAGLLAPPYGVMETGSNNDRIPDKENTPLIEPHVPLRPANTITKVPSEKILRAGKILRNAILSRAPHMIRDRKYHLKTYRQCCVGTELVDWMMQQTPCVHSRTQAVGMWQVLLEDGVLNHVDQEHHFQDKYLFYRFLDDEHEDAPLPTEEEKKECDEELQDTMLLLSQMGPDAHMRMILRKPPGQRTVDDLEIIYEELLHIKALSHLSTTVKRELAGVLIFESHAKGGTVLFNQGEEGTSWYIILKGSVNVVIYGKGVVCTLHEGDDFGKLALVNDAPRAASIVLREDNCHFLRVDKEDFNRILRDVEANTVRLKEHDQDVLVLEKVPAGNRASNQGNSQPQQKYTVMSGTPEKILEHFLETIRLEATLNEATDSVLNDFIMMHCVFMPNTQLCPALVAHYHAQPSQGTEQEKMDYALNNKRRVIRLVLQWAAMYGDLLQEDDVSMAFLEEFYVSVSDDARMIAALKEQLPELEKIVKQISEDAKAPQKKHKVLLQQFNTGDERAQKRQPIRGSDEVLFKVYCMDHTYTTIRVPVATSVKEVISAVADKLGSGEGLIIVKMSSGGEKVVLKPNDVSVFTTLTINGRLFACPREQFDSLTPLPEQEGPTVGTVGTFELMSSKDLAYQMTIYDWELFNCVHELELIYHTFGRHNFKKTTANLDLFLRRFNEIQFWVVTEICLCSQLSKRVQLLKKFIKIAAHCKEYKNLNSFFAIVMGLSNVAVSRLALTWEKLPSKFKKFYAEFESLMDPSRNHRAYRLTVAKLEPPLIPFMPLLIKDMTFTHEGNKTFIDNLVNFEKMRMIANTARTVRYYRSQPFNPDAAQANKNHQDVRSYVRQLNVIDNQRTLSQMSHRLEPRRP
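EPAC2 (100 nM) mixed with Rap1B loaded with BODIPY-GDP (250 nM) plus 50 uM unlabeled GDP; compounds pinned in, 5 min RT, then read every 5 min for 30 min (ex 480, em 540 nm). Normalized to cAMP control.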
ATXN viability: Viability Counterscreen for Primary qHTS for Inhibitors of ATXN expression; S2 cells (HEK-293 line with an ATXN2-luciferase reporter) viability, CellTiter-Fluor protease fluorescence, 24 h; Potency, µM (titrated, usually from 56.7 µM), actives largely listed as cytotoxic; 400,000 tested, 0.49% active; note: potency is the fitted concentration of half-maximal effect; nearly all actives have a fitted effect of over 40% in size
HepG2 viability: qHTS for Inhibitors of TGF-b: Cytotox Counterscreen | 410,000 tested, 0.76% active | AID 588856, 2011 | Potency, µM (top dose mostly 46.1 µM), for inactives: at the top dose activity change, negative = cytotoxicity, usual class: cytotoxic | HepG2 CAGA-GFP viability, ATP luminescence, 18 h; note: potency is the fitted concentration of half-maximal effect; some results filed as inactive show a strong effect at the top dose
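HepG2 CAGA-GFP cells (1000/well, DMEM with 1% FBS) received compound, then TGF-beta at 500 pg/mL final, and were incubated 18 hours at 37 degrees C. Viability was read by CellTiter-Glo luminescence. Media-only wells were set as complete cell-killing and DMSO as no toxicity.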
Nrf2 block: Nrf2 qHTS screen for inhibitors; 360,000 tested, 2.1% active; Potency, µM (titrated, usually from 46 µM), inactives show at the highest dose activity change, negative = inhibition, actives largely listed as inhibitors; A549 ARE-Fluc reporter, luciferase luminescence, 18-24 h; note: potency is the fitted concentration of half-maximal effect; % is set by controls: 0 for no effect and ±100 for the full control effect; nearly all actives have a fitted effect of over 60% in size
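A549 ARE_Fluc cells, 5000/well, 5% FBS OPTI-MEM; compounds in dose-response, 18-24 h at 37 °C/5% CO2; CellTiter-Fluor viability read (Ex 405/Em 525), then BugLite luciferase luminescence = Nrf2 activity.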
TGFb inhibitor: qHTS for Inhibitors of TGF-b; HepG2 CAGA-GFP TGF-b/SMAD3 reporter, GFP fluorescence, 18 h; TGF-beta stimulated, 500 pg/mL final; Potency, µM (titrated, usually from 46.1 µM), inactives show at the top dose activity, negative = inhibition, actives largely listed as inhibitors; 410,000 tested, 1.2% active; AID 588855, 2011; note: potency is the fitted concentration of half-maximal effect; % is set by controls: 0 for no effect and ±100 for the full control effect; nearly all actives have a fitted effect of over 65% in size
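HEPG2 CAGA-GFP cells (1000/well, DMEM with 1% FBS) were pre-incubated 2 h at 37 degrees C, given compound by pin tool, then stimulated with TGF-beta at 500 pg/mL final for 18 h before per-cell GFP fluorescence imaging.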
ATXN2 expr inh: Primary qHTS for Inhibitors of ATXN expression; 360,000 tested, 0.72% active; HEK-293 ATXN2-luciferase reporter, luminescence, 24 h; Potency, µM (series often up to 57 µM), inactives show at the highest dose activity change, negative = inhibition, most hits filed as inhibitors; note: potency is the fitted concentration of half-maximal effect; % is set by controls: 0 for no effect and ±100 for the full control effect; nearly all actives have a fitted effect of over 55% in size
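qHTS (up to 57 uM final) was run with 24 h compound exposure of reporter cells at 37 °C. Each well was multiplexed: SteadyGlo luminescence measured ATXN2-luciferase expression after a fluorogenic Gly-Phe-AFC viability readout (25 uM final).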
A549 tox: Nrf2 qHTS screen for inhibitors: counterscreen for cytotoxicity; A549 ARE-Fluc cells, CellTiter-Fluor viability, 18-24 h; Potency, µM (series often up to 46 µM), without a hit: top-dose activity change, negative = cytotoxicity, actives largely listed as inhibitors; 390,000 tested, 0.16% active; note: potency is the fitted concentration of half-maximal effect; % is set by controls: 0 for no effect and ±100 for the full control effect
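A549 ARE_Fluc cells in 5% FBS OPTI-MEM were exposed to compounds in concentration-response for 18-24 h at 37 deg C. Viability was read by CellTiter-Fluor fluorescence (Ex 405/Em 525) after 30 min, before the luciferase read.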
Nrf2 activator: qHTS of Nrf2 Activators; 410,000 tested, 0.31% active; Potency, µM (titrated, usually from 46.1 µM), for inactives: at the highest dose activation, hits mostly activators; AID 624171, 2012; AREc32 ARE-luciferase reporter (MCF7-derived line), luminescence, 24 h; note: potency is the fitted concentration of half-maximal effect; % of control where 0% means no effect; nearly all actives have a fitted effect of over 65% in size
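For detection, Steady-Glo was added and plates sat 30 min at RT; before that, AREc32_Fluc cells grown overnight in OPTI-MEM/5% FBS had been treated with 23 nL compound for 24 hr at 37 deg C.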
IL-2 act: qHTS of IL-2 Activators | IL-2 activation reporter assay, cell-based qHTS; stimulated with anti-CD3/CD4/CD28 beads; in transgenic mouse T cells | activation, % (series mostly up to about 46 µM) | 360,000 tested, 0.065% active | AID 652025, 2013; in the data active = activation above about 50%; inconclusive = mostly about 30% to 49%; note: 0% is about no effect
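Quantitative HTS in unstimulated transgenic mouse T cells, with memory T cells as non-tolerant control and PMA/ionomycin as tolerance-bypass control. Compound pretreatment lasted 60 minutes before 18 h bead stimulation; EGFP/DsRed fluorescence read.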
* marks the source's active call; other numbers are inactive results; i = inactive; ? = inconclusive; / = not tested or not shown; & = joins results of further samples; [ ] = remark or other dose. Unless noted, calls come from the whole dose curve; as a rule, active = well fitted curve in the direction sought with a large enough effect; inconclusive = small, poorly fitted or top-dose-only effect, or another doubt; inactive = no such curve, though single readings can be large; an effect the other way counts as inactive or inconclusive.

#	Compound	EPAC2 agonist	ATXN viability	HepG2 viability	Nrf2 block	TGFb inhibitor	ATXN2 expr inh	A549 tox	Nrf2 activator	IL-2 act
1	O=C(Nc1ccc(F)c(Cl)c1)C1Cc2c(-c3ccccc3Oc3ccccc3)ccnc2O1 (stereo not drawn)	4%	?	-26%	/	?	?	/	-1.0%	-0.3
2	CCCCSC(=O)Nc1ccccc1	6%	i	-11%	?	4%	3%	-4%	0.1%	-2.2
3	CCOc1ccc(/C=C/c2nc3ccccc3n2S(=O)(=O)c2cccc(Cl)c2)cc1	/	/	-36%	?	31%[activator]	/	5%	-0.8%	/
4	CCc1nnc(SCC(=O)Nc2ccc3c(c2)OCO3)n1CC	5%	i	-14%	5%	-1%	3%	-3%	0.2%	-0.5
5	COc1ccc(C)cc1NC(=O)c1ccc2c(=O)n3c(nc2c1)CCCCC3	5%	i	-2%&-15%	-21%&-2%	14%	-22%	1%&1%	-0.3%&4.2%	1.8
6	Cc1[nH]n(-c2nc(-c3ccccc3)cc(=O)[nH]2)c(=O)c1CCO	4%	i	-8%	2%	-12%	9%	2%	4.8%	0.5
7	CNC(=O)N(O)C1N(/N=C/c2ccc(C)cc2)C(=S)SC1(C)C (stereo not drawn)	13%	i	-7%	-18%	-12%	/	14%	-0.1%	2.2
8	N=c1c(C(=O)NC2CCCCC2)cc2c(=O)n3ccccc3nc2n1Cc1ccccc1	-6%	/	1%	-8%	17%	-22%	10%	-0.2%	-2.2
9	COc1cccc(/C=C/C(=O)OCC(=O)NC2CCCCCC2)c1	12%	i	-16%	/	5%	/	/	0.1%	-0.6
10	O=C(CSc1nnc(NC(=O)c2ccccc2[N+](=O)[O-])s1)NCC1CCCO1 (stereo not drawn)	17%	i	10%	-7%	5%	-8%	-9%	3.3%	1.9
11	CCCCn1c(N)c(N(CCOC)C(=O)c2cc(-c3ccncc3)nc3ccccc23)c(=O)[nH]c1=O	-10%	?	-23%	4%	0%	0%	2%	0.1%	1.6
12	N#CCOc1ccccc1P(=O)(c1ccccc1)c1ccccc1	5%	i	1%	-6%	-9%	/	2%	-0.1%	0.1
13	O=C1/C(=C/c2cccnc2)SC(=S)N1c1ccccc1	9%	i	-7%	-9%	-11%	/	-4%	0.2%	-0.2
14	COc1ccc2c(c1)c1c(c(=O)n(Cc3ccccc3)c(=O)n1CC(=O)Nc1ccccc1OC)n2C	/	i	-3%	8%	0%	12%	3%	0.5%	/
15	CCCSc1cc(N2CCOCC2)nc(-c2ccccc2Cl)n1	7%	i	-8%	1%	1%	-5%	-2%	-0.8%	0.2
16	CCn1c(SCC(=O)N(C)c2c(N)n(Cc3ccccc3)c(=O)[nH]c2=O)nnc1-c1cccs1	2%	i	-18%	/	-1%	/	/	-0.4%	0.4
17	CCC(C)[C@H](NC(=O)NCc1cccs1)C(=O)O (stereo partly drawn)	8%	i	4%	2%	10%	-10%	3%	-1.0%	0.8
18	CCOC(=O)c1c(C)[nH]c(C(=O)OCC(=O)Nc2cc(C)nn2-c2ccccc2)c1C	-11%	i	-13%	?	-27%	-12%	-7%	0.6%	-5.5
19	COc1ccccc1NS(=O)(=O)c1cccc(C(=O)N/N=C(\C)c2ccc(-n3ccnc3)cc2)c1	1%	i	-21%	?	1%	-4%	5%	0.2%	1.5
20	O=C(OCC(=O)N1CCCC1)c1ccco1	5%	i	7%	?	3%	2%	-5%	1.0%	0.7
21	O=C(NCC(=O)N(c1ccccc1)C(C(=O)NC1CCCCC1)c1cccnc1)c1cccs1 (stereo not drawn)	1%	i	-13%	-2%	-3%	-5%	0%	-0.1%	1.2
22	Cc1cc(S(=O)(=O)N(Cc2ccc(F)cc2)CC2CCCO2)ccc1-n1cnnn1 (stereo not drawn)	10%	i	4%	-19%	-3%	-5%	-7%	-0.6%	-0.9
23	C=CCNC(=S)Nc1ccc2cn[nH]c2c1	8%	i	1%	6%	26%	-23%	0%	-0.7%	-1.8
24	CCN(CC)CCCn1c(SCC(=O)NCC2CCCO2)nc2ccccc2c1=O (stereo not drawn)	-1%	i	4%	1%	2%	-23%	-10%	0.0%	-3.0
25	O=C(N=Nc1c(O)[nH]c2ccc(Br)cc12)c1ccccc1-n1cccc1	17%	/	-22%	?	?	?	?	6.5%	0.2

#	Compound	EPAC2 agonist	ATXN viability	HepG2 viability	Nrf2 block	TGFb inhibitor	ATXN2 expr inh	A549 tox	Nrf2 activator	IL-2 act
26	C#Cc1ccc([C@@H]2C=C(C(=O)NC3CC3)O[C@H](OCC)[C@H]2CCCO)cc1	11%	i	-2%	-7%	-15%	-4%	1%	2.9%	1.3
27	O=C(NCc1cccnc1)c1cccc(S(=O)(=O)Nc2ccc(F)cc2)c1	3%	i	-29%	?	2%	-6%	0%	-0.4%	-3.5
28	CC1=C(c2ccc(C)c(C)c2)S(=O)(=O)NC1=NCc1ccccc1Cl	/	/	-22%	23µM*	-22%	/	-1%	3.3%	/
29	O=C(NCCc1ccccc1)C(c1cccs1)N(C(=O)CCl)c1ccc(Cl)cc1 (stereo not drawn)	9%	5µM*	10µM*	-17%	11µM*	4.5µM*	-3%	-3.3%	-5.9
30	CCOc1ccccc1/C=C/c1cc(C(=O)O)c2ccccc2n1	7%	i	-9%	?	2%	47%[activator]	0%	1.8%	0.7
31	Cc1cc(C)cc(C(=O)N2CCN=C2c2ccccc2)c1	1%	i	-3%	5%	-7%	/	0%	0.2%	-1.5
32	O=C(NCC1CCCO1)c1ccc2c(c1)S(=O)(=O)c1ccccc1C2=O (stereo not drawn)	5%	i	-9%	3%	0%	4%	1%	0.8%	0.0
33	CC(C)CC(c1nnnn1Cc1ccc2c(c1)OCO2)N1CCC(C(N)=O)CC1 (stereo not drawn)	10%	i	17%	-1%	10%	19%	1%	-0.5%	-1.0
34	CCCCN(CC)C(=O)c1oc2ccc(S(=O)(=O)N3CCCC3)cc2c1C	10%	i	-12%	16%	-4%	-12%	0%	-0.8%	-2.9
35	CCCS(=O)(=O)c1nc(S(=O)(=O)c2ccc(C)cc2)c(N2CCOCC2)s1	6%	i	48%	-4%	11%	-1%	-8%	?	-0.9
36	CN1CCN(C(=O)CN(c2cc(C(F)(F)F)ccc2Cl)S(C)(=O)=O)CC1	4%	i	10%	11%	?	1%	?	-0.2%	3.1
37	O=C(NCCC1CCCCN1S(=O)(=O)c1ccccc1)C(=O)Nc1ccccc1 (stereo not drawn)	2%	i	2%	1%	2%	6%	1%	0.4%	-0.1
38	Nc1c(-c2ccccc2)c(CN2CCOCC2)nn1-c1ccc(C(=O)O)cc1	7%	i	8%	-1%	-7%	9%	2%	-0.7%	-0.3
39	Cc1[nH]c2ccccc2c1/C=N/NC(=O)c1ccccc1	-4%	i	-9%	-13%	1%	/	2%	4.3%	-1.7
40	O=C1CNC(=O)/C(=C\c2ccc(F)cc2)N1	9%	i	-12%	2%	1%	10%	-1%	0.6%	-0.3
41	O=C(Nc1ccc(OC(F)(F)F)cc1)c1ccc2nc[nH]c2c1	4%	i	-24%	9%	-5%	/	1%	6.3%	2.0
42	Cc1nn(Cc2c(Cl)cccc2Cl)c(C)c1NC(=O)/C=C/c1cnn(C)c1C	-2%	i	-3%	-30%	-4%	-4%	-5%	0.3%	-2.0
43	CCc1ccc(N(CC(=O)NCc2ccc(F)cc2)C(=O)c2csnn2)cc1	-5%	i	-5%	-4%	4%	4%	4%	-0.5%	-0.9
44	CCn1cc(/C=N\NC(=O)COc2cccc(C)c2C)c(C)n1	12%	i	-2%	?	-13%	-6%	1%	2.3%	-0.9
45	CCC(C)NC(=O)c1ccccc1NC(=O)CN(c1cc(C)ccc1OC)S(C)(=O)=O (stereo not drawn)	2%	i	15%	-14%	0%	/	-3%	-0.1%	1.0
46	COc1ccc(NC(=O)NNC(=O)c2ccc3ccccc3c2O)c(OC)c1	-10%	i	-9%	-5%	0%	-4%	2%	-2.3%	1.9
47	CSc1c(CC(=O)Nc2ccccc2)n(Cc2ccccc2)c2ccccc12	-11%	i	-20%	-7%	-14%	-4%	-3%	2.3%	-1.8
48	CCN(CC(=O)NCc1cccs1)C(=O)c1ccc(-c2cccc(C(F)(F)F)c2)o1	-8%	i	-3%	?	-3%	-12%	0%	0.4%	0.4
49	O=C(CCc1c[nH]c2ccccc12)NN1C(=O)NC2(CCCCC2)C1=O	6%	i	9%	9%	5%	0%	0%	-0.2%	0.4
50	Cc1cccc(-n2c(SCC(=O)N3CCN(c4ccccn4)CC3)nnc2N2CCOCC2)c1	7%	i	4%	-5%	7%	1%	0%	-0.4%	5.5
51	CC(=O)CSc1nnc(-c2ccc3c(c2)OCO3)o1	6%	i	-5%	-20%	-13%	-36%	-2%	-1.5%	-0.6

Another view of some results above:
50. Cc1cccc(-n2c(SCC(=O)N3CCN(c4ccccn4)CC3)nnc2N2CCOCC2)c1
  EPAC2 agonist: 7% | ATXN viability: i | HepG2 viability: 4% | Nrf2 block: -5% | TGFb inhibitor: 7% | ATXN2 expr inh: 1% | A549 tox: 0% | Nrf2 activator: -0.4% | IL-2 act: 5.5
39. Cc1[nH]c2ccccc2c1/C=N/NC(=O)c1ccccc1
  EPAC2 agonist: -4% | ATXN viability: i | HepG2 viability: -9% | Nrf2 block: -13% | TGFb inhibitor: 1% | ATXN2 expr inh: / | A549 tox: 2% | Nrf2 activator: 4.3% | IL-2 act: -1.7

Copied from the list.
compound 36 @ Nrf2 activator: -0.2%
compound 34 @ ATXN2 expr inh: -12%

Source: PubChem BioAssay
